M1 ag parental: nonselective activator or artifact in parental CHO-K1 cells; Fluo-8 calcium fluorescence; scaled to maximal ATP response, vehicle zero; activation, % at 3 µM; hit rate 0.48% among 360,000; AID 602248; in the data active = activation above about 15%;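 also: untransfected CHO-K1 host cells lacking M1 receptor as counterscreen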
CHRM1 PAM: positive allosteric modulators of human M1 muscarinic receptor; activation, % at 3 µM; AID 588819; CHO-K1 hM1, Fluo-8 calcium fluorescence, ACh EC20; 0% = ACh EC20, 100% = maximal ACh; P11229; hit rate 0.088% among 360,000; in the data active = activation above about 19%, passing the limit was not always enough
CHO parental Ca: counter-screen: ATP calcium response change in parental CHO cells; parental CHO-K1, ATP-induced calcium, Fluo-8 fluorescence; inhibition, % at 5.6 µM; hit rate 0.63% among 330,000;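 active = inhibition above that plate's mean sample inhibition plus 3 SD, cut at about 26% in these data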;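 also: 0% = ATP-challenged DMSO wells and 100% = DMSO wells without ATP; some compounds past the cut are filed as inactive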
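Test system: parental CHO cells; detection: calcium-sensitive Fluo-8 fluorescence; evaluation: percent inhibition of calcium signal; also added: ATP as calcium-mobilizing challenge; repeats: one well per compound; control set: ATP-challenged DMSO wells low, unchallenged DMSO wells high; compound: single nominal dose of 5.6 µM per compound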
OXTR potentiate: human OXTR potentiation; hit rate 0.061% among 320,000; CHO-OTR cells, Fluo-8 calcium fluorescence, potentiator mode; 0% = oxytocin EC15, 100% = EC100; activation, % at 3 µM; AID 2445; P30559;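 active = activation above that plate's cutoff, the mean activation of tested compounds plus 3 SD, cut at about 6.6% in these data, passing the limit was not always enough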;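 also: 100% uses oxytocin at 75 nM as the full agonist control; some results filed as inactive read as strong as hits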
Target sequence (P30559 whole entry, looked up): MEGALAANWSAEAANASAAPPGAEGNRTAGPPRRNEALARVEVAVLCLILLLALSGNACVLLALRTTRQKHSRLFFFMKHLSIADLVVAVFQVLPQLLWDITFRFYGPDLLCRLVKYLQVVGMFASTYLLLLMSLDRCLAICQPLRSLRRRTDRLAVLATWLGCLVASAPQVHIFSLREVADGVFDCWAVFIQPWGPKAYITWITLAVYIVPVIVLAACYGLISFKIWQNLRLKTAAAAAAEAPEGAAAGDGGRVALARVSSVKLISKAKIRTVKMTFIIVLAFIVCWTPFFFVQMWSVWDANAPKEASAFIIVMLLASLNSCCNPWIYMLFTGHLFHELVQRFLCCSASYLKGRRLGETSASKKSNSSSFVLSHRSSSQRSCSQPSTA
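Replication – single well per compound, singlicate · Assay system – CHO cell line stably expressing human OTR · Timing – 6 min pre-incubation, 100 s read · Measure – normalized max/min fluorescence ratio, % activation · Doses – 3.0 µM, one dose · Detection – Fluo-8 calcium dye fluorescence · Probe or stimulus – oxytocin near EC15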
M1 antag: human CHRM1 antagonism; P11229; CHO-K1 hM1, Fluo-8 calcium fluorescence, ACh EC80 antagonist; inhibition, % at 3 µM; hit rate 1.3% among 360,000;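 active = percent inhibition above its own plate's cutoff, namely the mean of that plate's compound wells plus 3 SD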;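 also: peak over basal fluorescence ratio during 140 s after agonist addition; 0% = ACh EC80 plus DMSO and 100% = DMSO alone without agonist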
CHO-K1 Ca antag: M1 antagonist counterscreen hit in parental CHO-K1 cells | ATP-induced calcium, Fluo-8 fluorescence | inhibition, % at 3 µM | hit rate 0.6% among 360,000 | AID 602250;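 active = inhibition above a per-plate cutoff, the plate's mean sample inhibition plus 3 SD, cut at about 24% in these data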;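 also: 0% = DMSO plus EC80 ATP and 100% = DMSO alone without ATP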
M4 antag: CHRM4 antagonism in calcium assay; P08173; CHO-hM4 cells, ACh EC80, Fluo-8 calcium fluorescence; inhibition, % at 3 µM; hit rate 0.73% among 360,000; AID 624125;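 active = inhibition above its plate's cutoff, the mean inhibition of sample wells plus 3 SD, cut at about 27% in these data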;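 also: 0% = acetylcholine EC80 with DMSO and 100% = DMSO without agonist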
Target sequence (P08173 whole entry, looked up): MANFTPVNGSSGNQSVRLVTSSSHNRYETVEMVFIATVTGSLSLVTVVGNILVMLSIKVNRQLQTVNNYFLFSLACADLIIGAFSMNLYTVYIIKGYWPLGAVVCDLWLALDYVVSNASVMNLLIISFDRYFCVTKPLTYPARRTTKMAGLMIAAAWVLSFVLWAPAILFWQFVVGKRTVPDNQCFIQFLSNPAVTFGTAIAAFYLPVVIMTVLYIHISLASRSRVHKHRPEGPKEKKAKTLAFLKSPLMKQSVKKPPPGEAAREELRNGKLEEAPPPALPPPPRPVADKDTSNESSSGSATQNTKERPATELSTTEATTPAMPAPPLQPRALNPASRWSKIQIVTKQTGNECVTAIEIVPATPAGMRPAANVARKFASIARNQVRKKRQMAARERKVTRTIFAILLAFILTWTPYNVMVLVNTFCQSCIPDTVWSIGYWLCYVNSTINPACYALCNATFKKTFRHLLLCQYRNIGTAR
CHRM4 agonist: agonists of human muscarinic M4 receptor (CHRM4) | P08173 | CHO-K1 hM4/Gqi5, Fluo-8 calcium fluorescence; vehicle 0%, full acetylcholine response 100% | activation, % at 3 µM | hit rate 0.14% among 360,000;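 active = activation above the run mean over all test wells plus 3 SD, cut at about 32% in these data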;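 also: peak over basal fluorescence ratio per well then scaled between controls; 0% = DMSO wells and 100% = acetylcholine at EC100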
M1 ag: human M1 muscarinic receptor agonism; P11229; CHO-K1 hM1, Fluo-8 calcium fluorescence, agonist mode; 0% DMSO, 100% acetylcholine EC100; activation, % at 3 µM; hit rate 0.33% among 360,000; AID 588814;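 active = activation above the run's mean compound activation plus 3 SD, cut at about 16% in these data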;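 also: peak over basal fluorescence ratio within a 140 s kinetic read after compound addition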
Numbers without * were called inactive; / = not tested or not shown.

SMILES	M1 ag parental	CHRM1 PAM	CHO parental Ca	OXTR potentiate	M1 antag	CHO-K1 Ca antag	M4 antag	CHRM4 agonist	M1 ag
Cc1ccc(S(=O)(=O)N2CCC(C(=O)NN3CCCCC3)CC2)cc1	-0.1	-1	-1	5	9	13	12	1	-1
COc1ccc(NC(=O)c2ccccc2NC(=O)COc2ccccc2)cc1	0.3	6	3	-14	-9	-2	3	1	-3
CN1CCN(S(=O)(=O)c2ccc(N)cc2)CC1	-0.1	8	-6	2	-19	7	-1	0	-10
O=C(c1cc(Cl)ccc1Cl)N1CCN(Cc2ccccc2)CC1	0.1	1	/	/	-1	-4	-3	2	-6
O=C1CCCC/C1=C/Nc1ccc(C(=O)O)cc1	-0.2	8	4	-3	-6	18	-10	0	15
CC(OC(=O)c1cccnc1Cl)C(=O)Nc1ccc(S(N)(=O)=O)cc1 (stereo unspecified)	0.7	12	11	-8	-7	-18	-2	1	-8
Cc1nc(NC(=O)CCC(=O)O)sc1C(=O)N(C)C	0.2	1	13	-9	3	-5	9	0	-3
CN(C)C(C)(C)C#CCC(c1ccccc1)c1ccccc1	1.7	-25	-12	-2	87*	-4	38*	3	-7
Cn1c(=O)c2c(nc(NCc3ccco3)n2CC(O)COc2ccccc2)n(C)c1=O (stereo unspecified)	2.4	5	-5	-7	-3	-15	-10	7	0
CC(=O)c1cccc(-n2nnnc2SCC(=O)NNC(=O)C2CCCCC2)c1	0.5	-1	-13	1	4	0	7	2	-3
CSc1cccc(NC(=O)C2CC(=O)N(c3ccc4c(c3)OCCO4)C2)c1 (stereo unspecified)	1.1	8	/	/	-17	8	-5	4	3
COc1ccc(Br)cc1C(=O)Nc1cccc(-c2nnc(-c3ccco3)o2)c1	0.3	6	1	3	-28	-11	-2	2	-1
CCOC(=O)Cc1nnc(NC(=O)CSc2ncc(-c3ccccc3)nn2)s1	0.8	-2	-8	7	10	2	13	1	-5
CCOC(=O)c1cc(C)nn1-c1nc(Cl)cc(OC)n1	-0.4	-2	-16	-1	4	-8	7	-2	-7
CCN(CC)C(=O)c1[nH]cnc1C(=O)NCc1ccccc1	0.7	5	-6	-2	-6	-11	10	2	-5
O=c1[nH]c(CN(CCc2ccccc2)S(=O)(=O)c2ccc(Cl)cc2)nc2ccccc12	-0.7	7	-23	-6	-12	-5	-12	0	-2
CCOC(=O)N1CCC(NC(=O)CSc2cc(=O)n(CC)c3ccccc23)CC1	-0.7	6	-9	-2	-15	-14	6	0	-2
Cc1cccc(N2C(=O)CC(N3CCOCC3)C2=O)c1 (stereo unspecified)	0.4	6	-11	-8	-32	-2	1	1	-2
O=C(O)c1cccc(N/N=C(\N=Nc2ccccc2)c2ccccc2)c1	-1.0	5	-10	-6	4	-2	-3	-1	-3
Cc1nc(-c2ccccc2)sc1C(=O)NS(=O)(=O)c1ccc(CN2CCN(c3ccccc3)CC2)cc1	0.4	/	/	/	/	-18	-1	2	/
COc1ccc(CN2C(=O)c3ccccc3C2c2nnnn2C(C)C)cc1 (stereo unspecified)	0.7	/	/	/	/	-11	1	1	/
CN(C)c1nc(Oc2ccc(C(=O)OCC(=O)Nc3ccccc3)cc2)nc(N(C)C)n1	0.4	-5	-19	-25	13	1	11	2	-3
CC(C)OC(=O)NCCOC(=O)Nc1cccc(Cl)c1	10	-9	37*	-23	26	29*	13	15	4
CCn1c(COc2ccc(C)cc2)nnc1SCc1ccc(C#N)cc1	0.1	1	-16	-6	-2	-26	4	3	-8
Cc1ccc2oc(C(=O)N(C)Cc3ccc(C)o3)c(C)c2c1	0.3	-1	-22	4	4	-3	0	0	-2
O=C(CCN1C(=O)c2ccccc2C1=O)C1=NN[C@@H]2C(=O)N(c3ccc(F)cc3)C(=O)[C@H]12	0.7	-7	-15	0	11	1	1	3	-8
COc1ccc(N(CC(=O)N2CCN(C)CC2)S(=O)(=O)c2ccccc2)cc1OC	-0.1	-15	-4	1	26	10	-13	0	-5
O=C(CSc1ncn[nH]1)Nc1cccc(S(=O)(=O)N2CCCCCC2)c1	4.2	11	-16	-11	-10	-9	-4	5	-1
CN1CCN(S(=O)(=O)c2ccc(NN)nc2)CC1	0.4	1	-17	7	5	-4	5	1	-5
COc1ccc(OC)c(NC(=O)c2ccc(Cl)cc2)c1	-0.5	0	-1	-5	6	7	4	-1	-10
Cc1onc(-c2ccccc2)c1CNS(=O)(=O)c1ccc(F)cc1F	5.0	-6	-20	-9	20	-5	12	10	-1
COc1cc2c(cc1OC)C(C(=O)NCc1ccco1)C(c1cccs1)N(C)C2=O (stereo unspecified)	0.1	6	-8	-5	-2	-6	-3	2	-4
O=C(CCC(=O)N1CCOc2ccc(Cl)cc21)N1CCN(c2ccccn2)CC1	1.4	9	-13	-2	-4	4	-11	9	-7
Cc1nc2ccc(F)cc2cc1C(=O)Nc1cccc(Cl)c1C	0.2	1	-17	3	-9	-11	-1	1	-4
COc1ccc(-c2csc(Nc3cccc(C)n3)n2)cc1	0.5	5	-15	-17	-6	-8	-10	-1	-1
Cc1ccc2nc(/C(C#N)=C/c3ccc(-c4cccc([N+](=O)[O-])c4)o3)[nH]c2c1	1.8	1	-6	-6	-9	0	-35	3	0
Cc1ccc2c(Cl)cc(Cl)c(OCC(=O)N3CCOCC3)c2n1	0.8	11	-8	-5	-5	-18	-8	1	-3
Cc1nnc(SCC(=O)Nc2sc3c(c2C#N)CCCCC3)n1N	-0.2	4	-16	-4	2	21	6	0	-3
COc1ccc(S(=O)(=O)N2CCC(C(=O)N[C@H](C(=O)NC3CCCC3)C(C)C)CC2)cc1	0.7	6	0	-8	-3	-12	0	1	-6
COC(=O)[C@@H]1CCCN1C(=O)CCc1nnc(CCC2CCCCC2)o1	1.8	7	-3	1	-1	-2	3	1	-8
COc1ccc(Cn2c(=S)[nH]c3cc(C(=O)NCCCN4CCOCC4)ccc3c2=O)cc1	0.3	5	-13	-4	-9	-6	-17	1	-9
COCCN(C(=O)COC(=O)CCC1CCCCC1)c1c(N)n(Cc2ccccc2)c(=O)[nH]c1=O	-0.1	-1	/	/	-2	2	6	0	-4
COc1ccc(-c2nc(-c3ccccn3)nc(N3CCN(C)CC3)c2C#N)cc1	0.8	3	-10	-5	-3	-8	5	0	-8
COc1cc(C(=O)NC2CCCc3ccccc32)cc(OC)c1OC (stereo unspecified)	-0.9	7	-17	4	-5	-3	-7	1	-7
Cc1cc(NC(=O)c2ccco2)c(=O)n(Cc2c(F)cccc2Cl)c1	1.2	8	-14	-1	-9	-15	-6	0	-6
Cc1ccc(NC(=O)C(C)N2C(=O)c3ccccc3C2=O)nc1 (stereo unspecified)	0.1	-8	4	-8	9	10	3	2	-2
Nc1nc(CSc2ncn[nH]2)nc(Nc2ccc(F)cc2)n1	4.2	14	-6	-2	-6	-4	-3	1	-7
CC1CCN(C(=S)NC(=O)c2cccs2)CC1	1.8	-1	-4	-12	3	2	10	9	-7
Cc1cc(C)cc(OC(C)C(=O)Nc2ccccc2C(=O)NCc2cccnc2)c1 (stereo unspecified)	2.3	0	-19	-14	3	-10	-4	5	-4
Cc1cc(C)c(NC(=O)CCCC(=O)O)c(Cl)c1	0.1	3	-5	3	0	-4	-2	0	-4
O=C1CSC(c2cn(-c3ccccc3)nc2-c2cc3ccccc3oc2=O)N1Cc1ccco1 (stereo unspecified)	1.1	-5	-20	-1	1	-4	3	7	-5
O=C(CSc1n[nH]c(=O)n1-c1cccnc1)Nc1ccccc1	0.9	20	-2	0	-26	-14	-2	1	-1
CCOc1cc(Br)cc(/C=N/NC(=O)c2cccnc2)c1O	2.4	9	-1	4	-21	-13	-2	3	5
Cc1cc(OCC(=O)Nc2ccc(S(=O)(=O)N3CCN(C)CC3)cc2)ccc1Cl	6.1	-4	-8	-23	4	-3	5	10	0
COc1cccc(/C=N/NC(=O)CNC(=O)c2cccnc2)c1O	0.5	2	18	-4	-9	-12	-8	0	-4
Cc1nc(CSc2n[nH]c(=O)n2-c2ccccc2)cs1	2.1	2	-21	7	8	-6	8	6	0
CCS(=O)(=O)N1CCC(C(=O)N2CCN(c3ccccc3)CC2)CC1	0.9	7	8	-2	-9	-19	-8	2	-4
O=c1c(Cc2c(F)cccc2Cl)c(O)ccn1Cc1ccc(F)cc1	1.3	1	-15	-3	16	-10	-5	0	-5
Cc1nc(SCC(=O)NC2CCCC2)[nH]c(=O)c1C	0.8	7	-4	-2	-10	-9	-3	0	-4
Cc1[nH][nH]c(=O)c1N=Nc1ccc(F)cc1	0.1	13	-9	-7	-3	-11	1	2	-1

Part of the list above, as a markdown table:
| SMILES | M1 ag parental | CHRM1 PAM | CHO parental Ca | OXTR potentiate | M1 antag | CHO-K1 Ca antag | M4 antag | CHRM4 agonist | M1 ag |
| --- | --- | --- | --- | --- | --- | --- | --- | --- | --- |
| Cc1nc(CSc2n[nH]c(=O)n2-c2ccccc2)cs1 | 2.1 | 2 | -21 | 7 | 8 | -6 | 8 | 6 | 0 |
| CCS(=O)(=O)N1CCC(C(=O)N2CCN(c3ccccc3)CC2)CC1 | 0.9 | 7 | 8 | -2 | -9 | -19 | -8 | 2 | -4 |

(further entries)
SMILES	M1 ag parental	CHRM1 PAM	CHO parental Ca	OXTR potentiate	M1 antag	CHO-K1 Ca antag	M4 antag	CHRM4 agonist	M1 ag
CC(C)C(=O)n1nc(-c2cccnc2)nc1NCc1cccs1	1.1	3	-18	-3	-8	-26	4	2	-7
O=C(CNS(=O)(=O)c1ccc2c(c1)OCCCO2)N1CCN(c2ccc(F)cc2)CC1	3.8	3	-12	-8	5	-16	-7	6	0
CC(=O)Nc1cccc(OCCCNS(=O)(=O)c2ccc(C#N)cc2)c1	4.2	5	4	-10	-4	-2	-9	8	1
O=C(/C=C/c1cccs1)N1CCCCC1	0.4	10	-11	-7	-6	-10	-5	1	-12
CC(=O)N1CCN(c2ccccc2NC(=O)c2cccc3c(Cl)cccc23)CC1	7.0	2	/	/	-2	-11	5	12	-4
CCn1c(=O)c(C(=O)NCCCO)c(O)c2ccccc21	0.4	3	-13	-9	1	7	6	0	-4
CCc1nnc(NC(=S)Nc2ccccc2)s1	2.9	10	-9	-6	-4	-13	-3	2	3
COc1ccc(NC(=O)c2cc(S(=O)(=O)N3CCCC3)c[nH]2)cc1	0.2	-3	2	-3	6	0	0	1	-12
COc1ccc(C(=O)N2CCC(C)(C(=O)O)C2)cc1OC (stereo unspecified)	0.1	-2	/	/	6	-1	13	0	-3
O=C(Nc1cccc(NC(=O)c2ccc(Br)o2)c1)c1ccccc1	6.0	0	/	/	-8	-14	-28	19	-1
Cc1cc(OCC(=O)N2CCC(C(N)=O)CC2)c2c(C)cc(=O)oc2c1	0.8	9	-7	-2	-14	-1	-4	1	-4

Single records, from the list above. Screens in order: M1 ag parental	CHRM1 PAM	CHO parental Ca	OXTR potentiate	M1 antag	CHO-K1 Ca antag	M4 antag	CHRM4 agonist	M1 ag
`CC(C)C(=O)n1nc(-c2cccnc2)nc1NCc1cccs1` across the screens: 1.1	3	-18	-3	-8	-26	4	2	-7
`O=C(CNS(=O)(=O)c1ccc2c(c1)OCCCO2)N1CCN(c2ccc(F)cc2)CC1` across the screens: 3.8	3	-12	-8	5	-16	-7	6	0
`CCc1nnc(NC(=S)Nc2ccccc2)s1` across the screens: 2.9	10	-9	-6	-4	-13	-3	2	3

Outcome played no part in choosing rows; overall some 2.9% were active at least once.
